# KKLEB cytotox = reduces viability of KKLEB cystic fibrosis airway cells; KKLEB CF airway cells viability, ATPlite luminescence, overnight; stronger effect = lower value; cells stimulated with P. aeruginosa culture filtrate; actives 0.36% (n = 360,000); activity change (cytotoxicity), % at 5 µM; AID 602141;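 active means corrected activity change at or below -50% at 5 µM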
# NR2F2 inh = NR2F2 (human) inhibition, primary screen; inhibition, % at 8.6 µM; HEK293T NGFI-A luciferase reporter, luminescence; actives 0.7% (n = 370,000);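 active means inhibition above a per-plate cutoff, mean inhibition of test wells between control levels plus 3 SD, cut at about 38% in these data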;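 further: cells cotransfected with COUP-TFII expression vector driving the NGFI-A reporter; 0% = median of COUP-TF2 test wells and 100% = reporter-only cells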
# Target sequence (P24468 whole entry, looked up): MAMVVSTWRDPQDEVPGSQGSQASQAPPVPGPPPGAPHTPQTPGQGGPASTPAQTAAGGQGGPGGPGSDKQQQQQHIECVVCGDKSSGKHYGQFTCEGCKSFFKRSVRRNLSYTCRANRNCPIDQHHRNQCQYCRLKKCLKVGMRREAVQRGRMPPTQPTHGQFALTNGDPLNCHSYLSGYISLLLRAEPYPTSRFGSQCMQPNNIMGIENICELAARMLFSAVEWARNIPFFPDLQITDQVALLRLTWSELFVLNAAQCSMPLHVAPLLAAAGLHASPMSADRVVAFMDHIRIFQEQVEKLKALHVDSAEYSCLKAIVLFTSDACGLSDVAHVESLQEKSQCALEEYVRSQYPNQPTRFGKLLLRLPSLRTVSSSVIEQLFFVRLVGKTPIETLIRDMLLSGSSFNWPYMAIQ
# CF NFkB inh = cystic fibrosis NF-kB activation inhibition | KKLEB NF-kB-GFP reporter, PAF-induced, GFP fluorescence overnight | inhibition, % at 5 µM | actives 0.86% (n = 360,000);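 active means at least 50% inhibition at 5 µM, scaled per plate between neutral and stimulator controls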;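 further: PAF is a Pseudomonas aeruginosa culture filtrate used as stimulus; plate controls were PAF-stimulated DMSO wells for no effect and unstimulated DMSO wells for full effect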
# SRC3 inh = inhibitors of human steroid receptor coactivator 3 (SRC3); Q9Y6Q9; actives 0.17% (n = 360,000); inhibition, % at 3.6 µM; AID 588352; HEK293 GAL4-SRC3 luciferase reporter, luminescence;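 active means inhibition above a per-campaign cutoff, the mean of all compounds plus 3 SD, cut at about 60% in these data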;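 further: 0% = DMSO-treated cells and 100% = gossypol-treated cells at 36 µM; higher means less SRC3-driven luciferase light from the GAL4 reporter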
# LRH-1 inv ag = suppresses constitutive activity of human LRH-1; O00482; HEK293T StAR-luciferase reporter, LRH-1 transfected, 24 h; inhibition, % at 3.6 µM; actives 0.13% (n = 360,000); AID 602396;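 active means inhibition above the mean inhibition of all tested compounds plus 3 SD, cut at about 73% in these data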;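 further: 0% = DMSO wells and 100% = reporter-only cells lacking LRH-1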
# Target sequence (O00482 whole entry, looked up): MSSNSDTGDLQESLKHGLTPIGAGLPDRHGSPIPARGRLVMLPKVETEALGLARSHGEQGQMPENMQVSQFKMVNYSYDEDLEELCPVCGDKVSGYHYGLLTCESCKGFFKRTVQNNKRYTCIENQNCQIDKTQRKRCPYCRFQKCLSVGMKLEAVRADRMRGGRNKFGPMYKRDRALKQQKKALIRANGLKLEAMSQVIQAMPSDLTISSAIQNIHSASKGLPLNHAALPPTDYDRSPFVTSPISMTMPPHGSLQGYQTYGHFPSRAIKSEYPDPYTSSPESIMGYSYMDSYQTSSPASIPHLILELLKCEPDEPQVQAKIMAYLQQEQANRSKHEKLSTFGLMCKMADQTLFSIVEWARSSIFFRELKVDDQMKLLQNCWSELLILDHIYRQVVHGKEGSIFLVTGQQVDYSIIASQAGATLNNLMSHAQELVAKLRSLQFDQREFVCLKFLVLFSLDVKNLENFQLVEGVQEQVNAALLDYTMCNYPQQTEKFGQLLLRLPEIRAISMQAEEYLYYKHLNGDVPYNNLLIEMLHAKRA
# TROY NFkB inh = blocks TROY-dependent signaling in reporter cells; Q293 LMP1-TROYcd NF-kB luciferase reporter, 4 h; inhibition, % at 10 µM; actives 0.98% (n = 360,000);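 active means compounds whose plate-normalised and pattern-corrected inhibition of the luciferase reporter signal at the single screening dose is 50% or more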
# C8 TRAIL sens = sensitizes caspase-8 expressing cells to TRAIL; NB7+C8 cells + TRAIL, ATPlite viability luminescence; AID 624354; actives 1% (n = 360,000); inhibition (viability loss, TRAIL sensitization), % at 10 µM;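 active means compounds causing at least 50% loss of cell viability in the single-dose screen, relative to plate controls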
# TWEAK-Fn14 inh = inhibitors of TWEAK-Fn14 interaction signaling | TWEAK-stimulated Fn14 reporter cells, luciferase luminescence, 8 h | inhibition, % at 10 µM | actives 2% (n = 360,000) | AID 1159606; in the data active means inhibition above about 50%
# LMP1 NFkB inh = inhibitors of Epstein-Barr LMP1-induced NF-kappaB reporter | actives 0.69% (n = 350,000) | inhibition, % at 12.5 µM | LMP1-induced NF-kappaB luciferase reporter cells, luminescence | AID 504558; in the data active means inhibition above about 41%;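 further: 0% = neutral control wells and 100% = reference inhibitor control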
# SRC1 inh = inhibits human SRC1 coactivator; Q15788; inhibition, % at 3.6 µM; AID 588354; HEK293 GAL4-SRC1 luciferase reporter, luminescence; actives 0.12% (n = 360,000);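 active means inhibition above the campaign mean plus 3 SD, with each screening campaign given its own cutoff, cut at about 60% in these data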;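 further: 0% = DMSO treated cells and 100% = gossypol at 36 µM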
# Shn3 3UTR inh = reduces Shn3 3'UTR luciferase signal in osteoblasts; Clone20 osteoblast Shn3 3'UTR firefly luciferase, 24 h; inhibition, % at 12.5 µM; actives 0.52% (n = 360,000); AID 588674;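 active means mean inhibition of at least 75% with every replicate also reaching 75%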;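 further: 0% = median of neutral control wells and 100% = pilot-screen positive control compound; some compounds past the cut are filed as inactive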
# * = called active by the depositor; · = no result given; & = joins results of further samples. Some of the compounds tested, so the mix of outcomes need not match the whole.
[1] Cc1cccc(NC(NC(=O)Cc2ccccc2)C(Cl)(Cl)Cl)c1 (stereo not drawn)
[2] O=C(CCC(=O)c1cccs1)NNC(=O)c1cc(Cl)ccc1Cl
[3] CCN1CCC(N2CCN(c3ccccc3OC)CC2)CC1
[4] Cc1ccc(NC(=S)N(N)CCO)cc1
[5] CC(NC(=O)c1cccc2c1Oc1ccccc1S2)C(=O)O (stereo not drawn)
[6] CCOC(=O)c1ccc(S(=O)(=O)NCCNCc2ccccc2)cc1
compound no.,1,2,3,4,5,6
LRH-1 inv ag,11,8,10,1,12,-9
TROY NFkB inh,0,7,10,3,0,6
KKLEB cytotox,3,5,-6,16,-2,-17
NR2F2 inh,-12,2,-8,-32,·,-12
LMP1 NFkB inh,-4,8,-2,-13,·,-3
SRC1 inh,-1,7,1,-14,13,-3
Shn3 3UTR inh,6,1,14,-5,1,14
C8 TRAIL sens,14,14,3,-1,1,-2
CF NFkB inh,8,2,7,-3,-4,5
TWEAK-Fn14 inh,6,-4,-6,0,25,-3
SRC3 inh,-2,-4,-31,3,8,-6

[7] COc1ccc(CCNC(=O)C2CCC(=O)N(CCc3ccc(OC)cc3)C2)cc1 (stereo not drawn)
[8] COC(=O)c1ccc(COc2ccc(/C=N/N3CCN(C)CC3)cc2)cc1
[9] COc1ccc(NC(=O)CNCCC2=CCCCC2)cc1
[10] O=C1CCc2cc(S(=O)(=O)Nc3ccccc3F)cc3c2N1CCC3
[11] CN(C)C(=O)CCc1ccc2c3c([nH]c2c1)[C@]1(CCC2CCCC2)[C@@H](C(=O)N2CCOCC2)C[C@H](CC(=O)NCCN2CCOCC2)C(=O)N1CC3
[12] CN1C(=O)CC(N2CCC(C(N)=O)CC2)C1=O (stereo not drawn)
compound no.,7,8,9,10,11,12
LRH-1 inv ag,-6,-116,-18,10,4,12
TROY NFkB inh,4,-25,-6,-6,4,-13
KKLEB cytotox,28,-7,8,-3,-8,-3
NR2F2 inh,0,-30,-3,5,-5,10
LMP1 NFkB inh,-5,-26,2,0,-4,6
SRC1 inh,-21,-89,-12,-13,-15,24
Shn3 3UTR inh,-13,-51,-6,1,-2,-9
C8 TRAIL sens,-7,8,8,0,1,4
CF NFkB inh,-24,-4,-20,1,-6,5
TWEAK-Fn14 inh,-13,15,-11,7,9,17
SRC3 inh,8,-104,21,-10,2,15

# Among those listed so far, 5 contain sulfur:
[2] O=C(CCC(=O)c1cccs1)NNC(=O)c1cc(Cl)ccc1Cl
[4] Cc1ccc(NC(=S)N(N)CCO)cc1
[5] CC(NC(=O)c1cccc2c1Oc1ccccc1S2)C(=O)O (stereo not drawn)
[6] CCOC(=O)c1ccc(S(=O)(=O)NCCNCc2ccccc2)cc1
[10] O=C1CCc2cc(S(=O)(=O)Nc3ccccc3F)cc3c2N1CCC3
compound no.,2,4,5,6,10
LRH-1 inv ag,8,1,12,-9,10
TROY NFkB inh,7,3,0,6,-6
KKLEB cytotox,5,16,-2,-17,-3
NR2F2 inh,2,-32,·,-12,5
LMP1 NFkB inh,8,-13,·,-3,0
SRC1 inh,7,-14,13,-3,-13
Shn3 3UTR inh,1,-5,1,14,1
C8 TRAIL sens,14,-1,1,-2,0
CF NFkB inh,2,-3,-4,5,1
TWEAK-Fn14 inh,-4,0,25,-3,7
SRC3 inh,-4,3,8,-6,-10

# Next part
[13] CSc1ccccc1NC(=O)c1ccccc1N(Cc1ccccc1)S(C)(=O)=O
[14] CCOc1cc(C(C(=O)NCC2CCCO2)N(C(=O)Cn2nnc3ccccc32)c2ccccc2C(C)=O)ccc1O (stereo not drawn)
[15] CCOc1ccc(CCNC(=O)c2ccc(C)c(S(=O)(=O)N3CCOCC3)c2)cc1OCC
[16] O=C(NCCc1ccc(Cl)cc1)C1CCCN1C(=O)NCc1ccccc1 (stereo not drawn)
[17] Cc1ccnc(NC(=O)Cc2ccc(-c3ccccc3)cc2)c1
[18] CCCNC(=O)c1ccc2c(=O)c(O)c(-c3ccc(OC)cc3)[nH]c2c1
compound no.,13,14,15,16,17,18
LRH-1 inv ag,-12,0,-3,-6,17,14
TROY NFkB inh,19,-2,17,17,41,-22
KKLEB cytotox,-4,3,-8,0,-17,5
NR2F2 inh,·,-9,7,23,-50,·
LMP1 NFkB inh,9,-4,3,3,-335,10
SRC1 inh,19,8,-1,-11,-150,12
Shn3 3UTR inh,-5,9,3,16,-435,3
C8 TRAIL sens,-2,6,-10,-5,27,-1
CF NFkB inh,2,-2,5,14,62*,-7
TWEAK-Fn14 inh,-14,17,3,3,48,-11
SRC3 inh,21,-6,0,-8,-109,-28

[19] O=C1CCCC2=C1C(c1ccc(Cl)cc1)n1c(s/c(=C\c3ccc4ccncc4c3)c1=O)=N2 (stereo not drawn)
[20] COc1cccc(NS(=O)(=O)c2c(C)cc(C)cc2C)c1
[21] COc1ccc(-c2c(C#Cc3ccsc3)c3cc(-c4ccc(CN5CCOCC5)cc4)ccc3n2C)cc1
[22] N=c1sccn1CC(=O)Nc1ccccc1Oc1ccccc1
[23] Cc1ccc(C(=O)NN2C(=O)/C(=C/c3cccn3C)SC2=S)cc1
[24] CC(C)C(C(=O)NCC1CCCO1)N(C(=O)CNS(=O)(=O)c1ccc(F)cc1)c1ccccc1 (stereo not drawn)
compound no.,19,20,21,22,23,24
LRH-1 inv ag,15,-1,-10,2,-3,-7
TROY NFkB inh,-35,6,-3,2,-16,-17
KKLEB cytotox,-22,10,-4,-3,4,-13
NR2F2 inh,-2,8,-4,-7,-11,12
LMP1 NFkB inh,-21,5,-7,-5,1,7
SRC1 inh,6,9,6,11,2,7
Shn3 3UTR inh,-23,10,10,0,-1,-9
C8 TRAIL sens,7,-11,7,-9,-6,-9
CF NFkB inh,29,-7,7,5,-47,-15
TWEAK-Fn14 inh,44,8,-4,4,-23,23
SRC3 inh,14,1,-1,24,3,4

[25] Cc1cccc(CNC(=O)C2CCC(=O)N(CC3CCCCC3)C2)c1 (stereo not drawn)
[26] CCCCNC(=S)Nc1cccc(S(=O)(=O)NC2=NCCC2)c1
[27] CCn1c(SCC(=O)NNC(=O)c2ccc(C)cc2)nnc1C1CC1
[28] CCOC(=O)C1=NOC2(C1)C(=O)Nc1ccc(OC(F)(F)F)cc12 (stereo not drawn)
[29] CC(Cc1cccs1)NC(=S)Nc1ccc(F)cc1 (stereo not drawn)
[30] CCC1(CC)C(=O)C(C)(C)C(=O)OC1c1ccccn1 (stereo not drawn)
compound no.,25,26,27,28,29,30
LRH-1 inv ag,-12,15,-9,-5,-6,-7
TROY NFkB inh,-7,-2,-5,-6,-17,2
KKLEB cytotox,-1,14,-7,·,-11,-1
NR2F2 inh,-3,-13,1,10,10,3
LMP1 NFkB inh,-1,-2,-7,·,1,1
SRC1 inh,-2,3,14,·,-5,-3
Shn3 3UTR inh,-9,-8,5,·,27,·
C8 TRAIL sens,5,-3,2,-4,4,-5
CF NFkB inh,8,-3,5,·,1,-6
TWEAK-Fn14 inh,17,16,4,-26,-13,5
SRC3 inh,13,-3,3,·,-6,5

# A draw from above in order of SMILES length, ascending:
[29] CC(Cc1cccs1)NC(=S)Nc1ccc(F)cc1 (stereo not drawn)
[27] CCn1c(SCC(=O)NNC(=O)c2ccc(C)cc2)nnc1C1CC1
[28] CCOC(=O)C1=NOC2(C1)C(=O)Nc1ccc(OC(F)(F)F)cc12 (stereo not drawn)
compound no.,29,27,28
LRH-1 inv ag,-6,-9,-5
TROY NFkB inh,-17,-5,-6
KKLEB cytotox,-11,-7,·
NR2F2 inh,10,1,10
LMP1 NFkB inh,1,-7,·
SRC1 inh,-5,14,·
Shn3 3UTR inh,27,5,·
C8 TRAIL sens,4,2,-4
CF NFkB inh,1,5,·
TWEAK-Fn14 inh,-13,4,-26
SRC3 inh,-6,3,·

# Some entries already given, reduced to LMP1 NFkB inh and LRH-1 inv ag:
cpd | Molecule | LMP1 NFkB inh | LRH-1 inv ag
30 | CCC1(CC)C(=O)C(C)(C)C(=O)OC1c1ccccn1 (stereo not drawn) | 1 | -7
26 | CCCCNC(=S)Nc1cccc(S(=O)(=O)NC2=NCCC2)c1 | -2 | 15
29 | CC(Cc1cccs1)NC(=S)Nc1ccc(F)cc1 (stereo not drawn) | 1 | -6
27 | CCn1c(SCC(=O)NNC(=O)c2ccc(C)cc2)nnc1C1CC1 | -7 | -9
25 | Cc1cccc(CNC(=O)C2CCC(=O)N(CC3CCCCC3)C2)c1 (stereo not drawn) | -1 | -12

# Next part
[31] N#C/C(=N\Nc1ccccc1[N+](=O)[O-])C(=N)N1CCCCC1
[32] Cc1nc2c(cnn2-c2ccccc2)c(=O)n1/N=C/c1ccccc1
[33] COc1ccc2c(c1)cc(C(=O)N[C@@H](CCSC)C(=O)N1CCC[C@H]1C(=O)O)n2C
[34] CCCCCC(O)c1cccc(OCc2ccc3ccccc3n2)c1 (stereo not drawn)
[35] CCOc1cccc2sc(N(CCN(CC)CC)C(=O)c3ccc(S(=O)(=O)N4CCCCC4)cc3)nc12
[36] CC1(C)CC(=O)C2=C(C1)OC(N)=C([N+](=O)[O-])C2c1cccs1 (stereo not drawn)
compound no.,31,32,33,34,35,36
LRH-1 inv ag,-164,4,13,4,-4,-1
TROY NFkB inh,14,-38,1,5,3,14
KKLEB cytotox,-4,-14,0,-1,10,8
NR2F2 inh,-39,-10,-2,14,-15,5
LMP1 NFkB inh,-30,2,-7,0,3,-5
SRC1 inh,-119,0,-1,-18,8,4
Shn3 3UTR inh,-83,15,1,29&2,-6,3
C8 TRAIL sens,44,-4,11,4,2,-11
CF NFkB inh,22,2,-16,7,6,4
TWEAK-Fn14 inh,32,-35,-1,34,-8,-4
SRC3 inh,-118,12,-23,-7,7,10

[37] O=C(O)CSCC(=O)N1CCCCC1
[38] CCCCC1Cc2[nH]c(=S)[nH]c(=O)c2C(C(C)C)O1 (stereo not drawn)
[39] O=C(Nc1ccccc1)c1ccc(S(=O)(=O)Nc2cccc(O)c2)cc1
[40] CCc1cccc(C)c1NC(=S)NCC(c1cccnc1)N(C)C (stereo not drawn)
[41] CCOc1ccc(CCNC(=O)CCc2nc(-c3ccc(C)cc3)no2)cc1OCC
[42] CC1=C(C(=O)N2CCOCC2)CC(CC(=O)NCC2CCCCC2)C(=O)N1Cc1ccccc1 (stereo not drawn)
compound no.,37,38,39,40,41,42
LRH-1 inv ag,9,-18,9,8,7,-22
TROY NFkB inh,9,2,12,7,12,1
KKLEB cytotox,4,·,2,0,3,-5
NR2F2 inh,6,-16,35,-2,-7,-2
LMP1 NFkB inh,-7,·,4,13,-1,-5
SRC1 inh,-13,·,-5,-6,-45,-18
Shn3 3UTR inh,11,·,38,-25,15,5
C8 TRAIL sens,-2,-10,14,-1,-2,10
CF NFkB inh,2,·,-17,0,3,6
TWEAK-Fn14 inh,-13,3,16,-3,-2,3
SRC3 inh,3,·,2,-11,-10,-18

# Screens: PubChem BioAssay, several laboratories
